# Screening results: PubChem, several laboratories
# KKLEB cytotox – cytotoxicity in KKLEB CF airway cells, primary screen, cytotoxicity control for CF NF-kB inhibitor project, cell-based, uHTS, fluorescence assay plates; activity change (cytotoxicity), % at 5 µM; KKLEB CF airway cells viability, ATPlite luminescence, overnight; active compounds read low; cells stimulated with P. aeruginosa culture filtrate; AID 602141, 2011; 0.36% of 360,000 active;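 active means corrected activity change at or below -50% at 5 µM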
# Peg3 promoter – Peg3 promoter-driven luciferase inhibitors, primary screen, cell-based, HeLa, luciferase luminescence; HeLa PEG-Prom luciferase reporter, overnight; inhibition, % at 20 µM; AID 588405, 2011; 1.7% of 360,000 active;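 active means inhibition of at least 50% at 20 µM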
# HIF-2a block – HIF-2a reporter inhibitors, primary screen, luminescence, 786-0 RCC cells | AID 624352, 2012 | 0.72% of 360,000 active | inhibition, % at 18.8 µM | 786-0 RCC cells HIF-2a reporter, luciferase luminescence, overnight;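 active means inhibition of the luminescence signal of 40% or more relative to plate controls, in a single-dose primary screen at 18.75 µM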
# Shn3 inh set2 – reduction of Shn3 3'UTR firefly luciferase signal, primary screen, Schnurri-3 inhibitor project, cell-based, Clone20 osteoblasts, set 2 | Clone20 osteoblast Shn3 3'UTR firefly luciferase, 24 h | inhibition, % at 12.5 µM | 0.52% of 360,000 active | AID 588674, 2011;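 active means mean inhibition of at least 75% with every replicate also reaching 75%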;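 further: 0% = median of neutral control wells and 100% = pilot-screen positive control compound; some compounds past the cut are filed as inactive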
# CF NFkB block – inhibitors of PAF-induced NF-kB signaling, primary screen, cell-based, GFP fluorescence, uHTS. KKLEB NF-kB-GFP reporter, GFP fluorescence overnight. inhibition, % at 5 µM. 0.86% of 360,000 active. AID 588850, 2011;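 active means at least 50% inhibition at 5 µM, scaled per plate between neutral and stimulator controls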;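 further: PAF is a Pseudomonas aeruginosa culture filtrate used as stimulus; plate controls were PAF-stimulated DMSO wells for no effect and unstimulated DMSO wells for full effect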
# TROY NFkB inh – inhibitors of TROY-driven NF-kB signaling, primary screen, Q293 LMP1-TROYcd cells, NF-kB luciferase, uHTS. AID 1347056, 2019. inhibition, % at 10 µM. 0.98% of 360,000 active. Q293 LMP1-TROYcd NF-kB luciferase reporter, 4 h;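 active means compounds whose plate-normalised and pattern-corrected inhibition of the luciferase reporter signal at the single screening dose is 50% or more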
# NR2E3 ag-1 – NR2E3 agonists in two-hybrid cells, primary screen, cell-based, luminescence, CHO-S, Gal4-NCOR/VP16-NR2E3 | Photoreceptor-specific nuclear receptor (Homo sapiens), Q9Y5X4 | luciferase | inhibition of corepressor binding, % at 3.98 µM | 0.35% of 360,000 active | AID 602229, 2012;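 active means inhibition above the mean of all tested compounds plus 3 SD, cut at about 70% in these data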;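 further: 0% = DMSO with NR2E3 transfected cells and 100% = cells lacking NR2E3 construct; higher means lower luciferase signal from less NR2E3 corepressor binding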
# Target sequence (Q9Y5X4 whole entry, looked up, the tested form may be a part): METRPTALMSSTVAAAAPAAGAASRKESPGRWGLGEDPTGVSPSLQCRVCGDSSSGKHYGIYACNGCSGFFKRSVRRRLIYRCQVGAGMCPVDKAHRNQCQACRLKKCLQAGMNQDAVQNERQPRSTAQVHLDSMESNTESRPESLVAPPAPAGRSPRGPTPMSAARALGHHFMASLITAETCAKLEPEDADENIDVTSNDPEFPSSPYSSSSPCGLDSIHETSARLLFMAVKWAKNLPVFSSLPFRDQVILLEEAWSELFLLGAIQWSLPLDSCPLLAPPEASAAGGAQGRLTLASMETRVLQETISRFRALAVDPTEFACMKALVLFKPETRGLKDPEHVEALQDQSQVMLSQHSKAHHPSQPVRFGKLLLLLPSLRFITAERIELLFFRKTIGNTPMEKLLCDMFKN
# TRPM1 prom inh – inhibitors of MITF-dependent TRPM1 promoter reporter, primary screen, cell-based, SK-MEL-5, single point, luciferase | SK-MEL-5 TRPM1 promoter luciferase, 24 h | inhibition, % at 12.5 µM | 0.83% of 330,000 active | AID 488899, 2010;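 active means mean inhibition across replicates of 60% or more, whatever share of single replicates reaches that level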; further: values of inactives mirror those of a sister screen read the other way
# TWEAK-Fn14 inh – inhibitors of TWEAK-Fn14 signaling, primary screen, luciferase reporter cells, uHTS; 2% of 360,000 active; TWEAK-stimulated Fn14 reporter cells, luciferase luminescence, 8 h; inhibition, % at 10 µM; in the data active means inhibition above about 50%
# TRAIL sens C8 – viability loss with TRAIL in NB7+C8 cells, primary screen, TRAIL sensitizer project, cell-based, ATPlite luminescence; inhibition (viability loss, TRAIL sensitization), % at 10 µM; 1% of 360,000 active;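 active means compounds causing at least 50% loss of cell viability in the single-dose screen, relative to plate controls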
# NR2E3 ag-2 – inhibitors of NR2E3-RetCOR corepressor binding, primary screen, NR2E3 agonist project, biochemical, TR-FRET, GST-NR2E3, biotin-RetCOR | Photoreceptor-specific nuclear receptor (Homo sapiens), Q9Y5X4 | AID 2300, 2010 | 0.12% of 320,000 active | 1536-well | inhibition of corepressor binding, % at 4.78 µM;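 active means percent inhibition above the cutoff of mean plus 3 SD of all tested compounds, set per screening campaign, cut at about 20% in these data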;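 further: 0% = DMSO wells and 100% = biotin wells as full block of FRET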
#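 system = GST-tagged NR2E3 plus biotinylated RetCOR corepressor | input = 1.35 nM GST-NR2E3 | also added = 7 nM biotin-RetCOR | schedule = 5 h incubation at 4 °C | measured by = TR-FRET with europium anti-GST and streptavidin-D2, 340 nm excitation | read-out = percent loss of FRET ratio relative to control wells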
# Starred values were filed as active, the others as inactive; . = not tested or not shown.
SMILES,KKLEB cytotox,Peg3 promoter,HIF-2a block,Shn3 inh set2,CF NFkB block,TROY NFkB inh,NR2E3 ag-1,TRPM1 prom inh,TWEAK-Fn14 inh,TRAIL sens C8,NR2E3 ag-2
CC(C)(C)OC(=O)N1CC2Cc3[nH]c(=O)ccc3C(C2)C1 (stereo not given),7,-1,8,-10,-12,10,18,1,-4,-21,3
CC(Nc1nc(N2CCN(S(C)(=O)=O)CC2)nc2ccccc12)c1ccccc1 (stereo not given),-6,-6,11,7,-1,-10,10,0,-7,-27,3
COc1ccc(S(=O)(=O)N2CCC(NC(=O)C3CCCCC3)CC2)cc1,1,8,6,6,-10,-14,1,1,80*,2,3
C=CCSc1nc2ccccc2c(=O)[nH]1,1,-8,4,-21,16,-23,1,3,-5,-9,0
O=C(N/C=C\c1ccccc1)NCc1ccc(Cl)cc1Cl,12,6,13,3,1,-1,-11,-4,14,-4,-2
O=C(Nc1ccc(F)cc1)N1CCN(CCc2ccccc2)CC1,-2,19,18,9,5,-18,-13,-9,0,-1,4
CC(CNC(=O)COc1ccc2c(c1)OCO2)c1ccccc1 (stereo not given),-10,-20,-23,12,7,-17,-21,-9,3,-3,-1
CCOc1cc(/C=C2\C(=N)N3N=C(S(=O)(=O)CC)SC3=NC2=O)ccc1OC(=O)c1ccco1,7,0,6,-21,8,-7,-27,0,2,-6,0
COCCOC(=O)c1c(C)oc2ccc(OS(C)(=O)=O)cc12,-10,-15,-22,0,3,-11,-16,-4,-23,-1,-1
O=C(N/N=C/C=C\c1ccccc1[N+](=O)[O-])c1ccccn1,7,-98,-103,-27,-4,-46,-38,-44,-11,-6,2
Cc1cccc(-n2ccnc2SCC(=O)Nc2ccc3c(c2)OCCO3)c1,-3,-67,-74,-30,1,51*,-26,-23,6,-2,-3
CCN(CC)C(=O)C1CCCN(Cc2ccc(F)c(F)c2)C1 (stereo not given),-5,15,-1,12,11,-40,5,8,8,15,2
O=C1CCC/C(=N\NC(=O)NC2CCCCC2)C1,8,-1,14,-5,-23,4,-19,11,10,-12,2
COC(=O)c1cccc(NC(=O)Nc2ccc(Cl)c(Cl)c2)c1,-17,-145,-376,13,12,31,-74,-3,60*,7,1
CCc1cc2c(NCC3CCCO3)ncnc2s1 (stereo not given),1,17,11,23,-12,11,-12,16,13,-1,-3
COc1ccccc1C1CC(c2ccc(F)cc2)Nc2ncnn21 (stereo not given),-23,1,24,16,19,0,-19,-13,-16,5,2
Cn1c(=O)cc(SCC(=O)NCc2ccc(F)cc2)c2ccccc21,-12,2,12,-8,-5,23,-46,8,4,15,-1
Cc1cc(C)n(-c2nnc(C)n2/N=C/c2ccccc2F)n1,15,0,19,-12,-11,-2,4,1,5,-10,-1
O=C(c1ccc(F)cc1)c1cc2ccccc2o1,-2,-286,-218,-60,-6,-98,-59,-81,-13,14,-2
O=C(Nc1nccs1)c1sc2cc(Cl)ccc2c1Cl,-12,-87,-108,-67,-19,-105,-67,-29,102*,22,0
C[C@@H]1NS(=O)(=O)[C@H]2C[C@@H]3C=C[C@]2(O3)[C@H]1OC(=O)c1ccc(C(C)(C)C)cc1,-6,3,17,0,0,4,23,4,-3,1,1
Cc1cc(S(=O)(=O)N(Cc2ccc3c(c2)OCO3)CC2CCCO2)ccc1-n1cnnn1 (stereo not given),-7,19,15,-14,13,7,-3,12,1,4,1
Cc1noc(C)c1CSCC(=O)Nc1cc(S(=O)(=O)N2CCCCC2)ccc1OC(C)C,5,16,3,9,-27,0,-22,4,-10,2,2
O=C(Nc1cccc([N+](=O)[O-])c1)c1cc(S(=O)(=O)N2CCOCC2)cs1,-7,37,15,14,6,6,9,15,-21,0,0
Cn1c(=NC(=O)C2CC2)sc2cccc(F)c21,10,-54,-102,-53,-29,-62,-30,-6,-7,11,2
# (next part)
SMILES,KKLEB cytotox,Peg3 promoter,HIF-2a block,Shn3 inh set2,CF NFkB block,TROY NFkB inh,NR2E3 ag-1,TRPM1 prom inh,TWEAK-Fn14 inh,TRAIL sens C8,NR2E3 ag-2
CCn1cc(C(=O)NN)c(=O)c2cc(F)c(N3CCN(C)CC3)cc21,-3,11,22,11,2,-11,-9,-3,-8,-5,3
Cc1c(CC(=O)NCC(=O)N[C@H](Cc2ccccc2)C(=O)O)c(=O)oc2cc(O)ccc12,12,9,10,-4,-5,0,-31,5,6,5,-2
CN(C)c1ccc(C2OC(=O)C3(CCCC3)C(=O)C2(C)C)cc1 (stereo not given),6,7,-15,2,-6,7,26,9,9,7,-7
Cc1ccc(NC(=S)NNC(=O)CCn2cc(C)cn2)cc1,-2,9,17,-50,2,3,7,2,7,-9,-3
O=C(CSC1CS(=O)(=O)c2cc([N+](=O)[O-])ccc21)NNC(=O)c1ccccc1 (stereo not given),-1,-12,7,-10,10,-18,-4,0,-3,13,0
COc1ccc2c(CN3CCN(c4ccccc4OC)CC3)cc(=O)oc2c1,6,2,10,-2,-5,23,-12,.,-22,-1,.
O=[N+]([O-])c1cc(/C=N/O)ccc1SCc1ccccc1Cl,-3,8,-41,-3,6,6,-1,0,0,-7,-2
COc1cc(/C=N\NS(=O)(=O)c2ccccc2)cc(OC)c1OC,-2,10,15,-1,2,18,-5,2,11,5,-1
O=C(NCCc1ccc2c(c1)OCCO2)c1cc(S(=O)(=O)N2CCCC2)ccc1Cl,-11,-1,-5,0,-18,-9,0,0,2,-14,.
O=[N+]([O-])c1ccccc1S(=O)(=O)NCc1ccco1,3,7,19,-14,7,-14,-10,-1,14,30,3
C=CCn1c(N2CCCCCC2)nc2c1c(=O)n(C)c(=O)n2C,-19,11,5,29,11,5,-22,-16,4,-16,3
CN(C(=O)c1cccc(NC(=O)Cc2ccc(NC(=O)C3CCCN(C(=O)C4CC4)C3)cc2)c1)C1CCCCC1 (stereo not given),8,-4,-9,6,-12,3,3,2,-8,-3,.
O=C(OCC(O)COC(=O)c1cccnc1)c1cccnc1,0,4,7,-3,-39,11,11,5,22,-2,1
COC(=O)c1ccc(CNC(=O)COC(=O)COc2ccc(OC)cc2)cc1,0,1,5,3,6,-9,12,6,11,-23,8
Cc1nc(SCC(N)=O)c([N+](=O)[O-])[nH]1,2,1,15,-6,14,12,12,15,22,3,-1
CN1CCN(C(=O)c2cc3c(C(F)(F)F)nn(C)c3s2)CC1,-6,0,10,-3,-5,-11,7,4,-14,-2,1
O=[N+]([O-])c1cccnc1Oc1cc(Cl)c(Cl)cc1Cl,4,-15,-34,13,-6,-17,-19,.,20,-5,.
CCCN(C(=O)CSc1nnnn1-c1ccccc1OC)C1CCS(=O)(=O)C1 (stereo not given),4,-17,0,9,11,-10,-1,10,-6,3,2
Cc1ccc(C(O)c2ncc(-c3ccc(Cl)cc3)[nH]2)cc1F (stereo not given),12,7,-26,27,6,12,46,.,-30,0,.
O=C(O)c1cc(-c2ccccn2)n[nH]1,4,-18,-2,-19,20,-54,-4,5,-23,2,2
COc1ccc(OC)c(NC(=O)CSc2nnc3ccc(-c4ccncc4)nn23)c1,12,8,17,9,-6,-1,-5,-4,-7,-14,3
Cc1ccc(S(=O)(=O)N(C)c2ccc(C(=O)Nc3ccc(C)cn3)cc2)cc1,5,-22,-36,26,-10,24,-5,10,30,13,3
C1=C(c2sc3ccccc3c2-c2ccc(OCCN3CCOCC3)cc2)CCCC1,11,12,21,12,-10,-10,18,0,12,-5,.
COc1cc2cc(CCCO)oc(=O)c2cc1OC,2,-3,-2,13,-1,-6,-10,6,-6,-6,.
CCOC(=O)c1cc(/C(C)=N/OC(=O)c2ccc(Cl)cc2)on1,12,-2,17,-14,-1,-10,-1,.,6,5,1
# Later entries.
SMILES,KKLEB cytotox,Peg3 promoter,HIF-2a block,Shn3 inh set2,CF NFkB block,TROY NFkB inh,NR2E3 ag-1,TRPM1 prom inh,TWEAK-Fn14 inh,TRAIL sens C8,NR2E3 ag-2
CCOc1cccc(N(C(=O)Cc2cccs2)C(C(=O)NC2CCCCC2)c2cccn2C)c1 (stereo not given),-4,3,5,22,2,-1,-20,-7,-1,-26,4
O=C(Cc1ccc(Cl)cc1)NCCS(=O)c1ccc(Cl)cc1 (stereo not given),-8,1,8,-22,-15,2,-6,6,3,2,-1
O=C(CNC(=O)c1ccc(Cl)cc1Cl)OCC(=O)N1CCCC1=O,6,0,8,0,22,5,-44,-10,-14,0,4
CCOC(=O)N1CCN(C(=O)CSc2nc3c([nH]c4ccccc43)c(=O)n2CC)CC1,4,30,7,21,-20,6,6,31,31,-10,2
CC(=O)OCC1=C(C(=O)O)N2C(=O)C(NC(=O)c3ccc(COc4ccc(Cl)cc4)o3)C2SC1 (stereo not given),1,-8,4,-29,10,-15,9,2,-18,0,2
Cc1ccc(N(Cc2ccccc2O)C(=O)c2ccccc2F)cc1,0,19,16,24,10,3,-16,1,13,3,.
CCOc1ccc(OCC)c(NC(=O)CN2CCC(NC(=O)c3cccc(F)c3)CC2)c1,-10,24,23,11,2,-39,18,18,13,-27,-6
CCOC(=O)c1sc(NS(=O)(=O)c2ccc(C)cc2)nc1C,9,10,12,3,-4,6,-16,-3,5,-11,0
CCN1CCCC1CNS(=O)(=O)c1c(C)cc(C)cc1C (stereo not given),-2,38,25,9,-2,3,-21,.,-9,-15,0
Cc1ccccc1C(=O)N1CCC(C(=O)OCC(=O)Nc2cccc([N+](=O)[O-])c2C)CC1,-2,16,13,-24,-1,1,-17,0,13,-1,-5
O=C(Nc1ccc(C(=O)N2CCOCC2)cc1)Nc1cccc(C(F)(F)F)c1,-9,3,-1,24,55*,21,28,-7,13,-1,-1
Cc1ccc(-n2c3c(cc(C(=O)NC4CCSC4=O)c2=O)C(=O)CC(C)(C)C3)cc1 (stereo not given),-3,8,8,-7,-6,11,-15,5,5,-16,2
O=C(CSc1nnc(Cc2ccccc2)o1)N1CCCc2ccccc21,-12,8,-7,-3,20,6,10,1,6,2,1

# Only part of the results is shown. The share of hits here may be higher or lower than overall.
